Screening results from PubChem BioAssay.
PERK inh = human PERK inhibition, primary cell-based screen | inhibition, % at 5.6 µM | CHO PERK-DD fusion, SEAP luminescence translation reporter | hit rate 0.17% among 220,000;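 active = inhibition above the mean inhibition of all tested compounds plus 3 SD, set separately per screening campaign, cut at about 2.9% in these data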;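 also: PERK kinase domain activated by AP20187 dimerizer at 100 nM; 0% = DMSO with dimerizer and 100% = rapamycin at 8.4 µM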
TRPML3 ag = activates the human TRPML3 channel; Q8TDD5; HEK293 TRPML3-YFP, Fluo-8 calcium fluorescence; 100% = the carbachol control signal; activation, % at 3 µM; hit rate 0.29% among 220,000; AID 1448;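 active = activation above its plate's cutoff, the mean activation of the plate's test wells plus 3 SD, cut at about 12% in these data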;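 also: 0% = DMSO only wells and 100% = carbachol wells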
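Material: TRPML3-YFP stable HEK293 cells | Dosing: One concentration, 3 µM nominal, 0.3% DMSO | Timing: 125 s total fluorescence read per well | Technique: Fluo-8 calcium dye fluorescence, ex 470-495, em 515-575 nm | Measure: Percent activation from peak-to-basal fluorescence ratio, scaled between DMSO and carbachol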
Calpain2 inh = inhibitors of pig calpain II. AID 1236. hit rate 0.37% among 220,000. inhibition, % at 16 µM. purified calpain II, fluorogenic peptide substrate, 30 min;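 active = inhibition above about 50%, limit read from the data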
S1P4 antagonist = blocks the human S1P4 receptor. O95977. S1P4-expressing cells, antagonist mode, reporter read-out. inhibition, % at 4.98 µM. hit rate 0.26% among 220,000. AID 1510; in the data active = inhibition above about 29%;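 also: 0% = wells stimulated with agonist and 100% = vehicle wells without agonist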
Target sequence (O95977 whole entry, looked up): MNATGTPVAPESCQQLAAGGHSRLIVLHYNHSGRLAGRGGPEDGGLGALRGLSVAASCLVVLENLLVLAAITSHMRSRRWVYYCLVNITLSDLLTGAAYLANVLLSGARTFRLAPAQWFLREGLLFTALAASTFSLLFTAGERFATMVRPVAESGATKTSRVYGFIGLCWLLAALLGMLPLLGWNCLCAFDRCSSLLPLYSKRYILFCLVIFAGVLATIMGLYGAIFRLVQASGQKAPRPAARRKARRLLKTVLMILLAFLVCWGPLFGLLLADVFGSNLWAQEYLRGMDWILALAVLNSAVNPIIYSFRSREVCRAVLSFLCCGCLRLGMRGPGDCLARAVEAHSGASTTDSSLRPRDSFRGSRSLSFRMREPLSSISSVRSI
S1P4 agonist = activates the human S1P4 receptor | AID 1509 | O95977 | activation, % at 4.98 µM | hit rate 0.35% among 220,000 | S1P4-expressing cell line, agonist reporter assay; in the data active = activation above about 11%;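 also: 0% = DMSO vehicle and 100% = reference agonist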
EP2 mod = modulates human prostaglandin E2 receptor EP2 signaling; AID 940; induction, % at 25 µM; P43116; hit rate 0.83% among 260,000; EP2-expressing cells, cAMP HTRF FRET, PGE2 co-stimulation;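 active = compounds whose cAMP rise, as percent of the full-agonist control response, exceeds 60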;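 also: rat C6 glioma line stably carrying human EP2 under a CMV promoter; the protocol text gives 20 µM as final concentration; 100% = response of wells given 1 µM PGE2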
Target sequence (P43116 whole entry, looked up): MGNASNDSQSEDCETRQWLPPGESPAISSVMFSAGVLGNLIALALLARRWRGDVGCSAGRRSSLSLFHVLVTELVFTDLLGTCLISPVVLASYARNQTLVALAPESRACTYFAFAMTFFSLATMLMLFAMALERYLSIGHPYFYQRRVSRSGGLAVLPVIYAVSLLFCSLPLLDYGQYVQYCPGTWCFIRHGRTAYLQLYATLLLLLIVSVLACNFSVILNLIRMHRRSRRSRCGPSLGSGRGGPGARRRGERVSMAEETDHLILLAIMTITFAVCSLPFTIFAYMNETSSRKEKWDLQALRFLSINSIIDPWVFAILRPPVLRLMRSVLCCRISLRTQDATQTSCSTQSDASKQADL
zfTRPN1 agonist = activates the zebrafish TRPN1 channel. activation, % at 3 µM. hit rate 0.18% among 220,000. AID 1424. HEK293 zebrafish TRPN1-YFP, Fluo-8 calcium fluorescence; 100% = response to 87 µM carbachol;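 active = activation above its plate's cutoff, the mean activation of test wells on that plate plus 3 SD, cut at about 19% in these data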;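 also: 0% = DMSO alone and 100% = 87 µM carbachol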
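Assay system: Zebrafish TRPN1-YFP in HEK293 cells | Incubation: Dye loading 1 h at 37 °C, then 30 min room temperature | Measured by: Kinetic Fluo-8 fluorescence, ex 470-495, em 515-575 nm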
Ba/F3 V617F tox = reduce viability of Ba/F3 cells dependent on JAK2V617F; Ba/F3 EpoR-JAK2V617F viability, ATP luminescence; inhibition, % at 5.6 µM; hit rate 1.1% among 220,000; AID 1446;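 active = inhibition above the campaign mean plus 3 SD over all tested compounds, cut at about 24% in these data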;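 also: cytokine-independent growth of Ba/F3 cells driven by EpoR plus mutant JAK2; 0% = DMSO-treated cells and 100% = JAK inhibitor I control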
BaF3 tox = parental Ba/F3 viability inhibition as JAK2V617F counter-screen; hit rate 1.1% among 220,000; inhibition, % at 5.6 µM; CellTiter-Glo ATP luminescence;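 active = inhibition above a per-campaign cutoff, the mean inhibition of all tested compounds plus 3 SD, cut at about 27% in these data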;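 also: 0% = DMSO wells and 100% = JAK Inhibitor I control wells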
Active calls of the source: *; i = inactive; & = joins results of further samples.

smiles	PERK inh	TRPML3 ag	Calpain2 inh	S1P4 antagonist	S1P4 agonist	EP2 mod	zfTRPN1 agonist	Ba/F3 V617F tox	BaF3 tox
CC(=O)Nc1ccc(Nc2c([N+](=O)[O-])c(=O)n(-c3ccccc3)c3ccccc23)cc1	0.0	0.9	10.4	-10.9	1.8	18.0	0.8	2.3	0.8
COc1ccc(C(=O)Nc2cccc(-c3nc4ncccc4o3)c2C)cc1	-1.5	1.3	15.4	33.0*	-2.4	-29.2	3.5	-1.2	1.1
O=[N+]([O-])c1ccc(N2CCN(C(=S)Nc3cccc(F)c3)CC2)cc1	2.0	2.4	-13.6	-15.3	-1.1	-59.7	0.5	27.9*	32.4*
O=C(Nc1ccc(Oc2cccnc2)cc1)c1ccccc1F	-0.7	0.7	-7.2	3.6	1.1	-2.6	3.1	4.3	5.2
Cc1ccc(S(=O)(=O)N2CC3(C)CN(S(=O)(=O)c4ccc(C)cc4)CC(C)(C2)C3)cc1	-0.7	0.0	-46.5	-16.6	0.8	35.6	-0.8	-3.2	2.3
COC(=O)c1c(C(=O)OC)c2cc(C)ccn2c1Cl	0.9	0.4	-88.9	-11.2	-1.4	26.9	-0.5	0.2	4.0
COc1ccc(/C=C(/NC(C)=O)C(=O)O)cc1	1.1	0.1	-4.5	-1.7	-1.5	6.2	-0.8	3.7	8.0
CCc1nc(NC(=O)NS(=O)(=O)c2ccccc2C(=O)OC)nc(OC)n1	0.6	1.4	-7.7	10.3	-0.3	16.8	1.0	1.0	8.3
Cc1ccccc1OCC(=O)NNC(=O)C1CCCCC1C(=O)O (stereo not given)	0.2	1.2	-32.7	-1.8	-0.6	28.8	0.8	2.4	4.4
O/N=C1\CCCc2ccc3ccccc3c21	0.2	-1.1	13.0	-27.8	-1.1	16.3	-0.6	-4.3	1.4
Clc1ccc(-n2nnc(-c3cccnc3Cl)n2)cc1Cl	0.7	0.1	17.3	-0.4	0.6	-10.8	0.7	-0.2	6.1
Cc1oc(-c2cc3c(cc2Cl)OCO3)nc1CN1CCCC1c1ccc(F)cc1 (stereo not given)	0.5	0.0	-21.8	1.5	1.8	57.9	0.3	-4.9	4.3
Nc1nonc1C(=O)N/N=C/c1ccc(-c2cccc(C(=O)O)c2)o1	-0.8	0.6	-225.3	-10.1	-0.2	30.2	1.5	-2.2	-0.7
CN(CC(=O)N1CCN(c2ccccn2)CC1)S(=O)(=O)c1cccc2nsnc12	-0.7	0.6	18.9	9.1	1.2	1.2	0.4	3.8	7.3
COc1cc(/C=C2\SC(=S)NC2=O)ccc1OS(=O)(=O)c1ccccc1	0.0	4.3	61.7*	-18.7	-0.1	-48.7	4.5	0.9	6.0
CCC(C)N1C(=O)/C(=C/c2c(NCCCOC(C)C)nc3c(C)cccn3c2=O)SC1=S (stereo not given)	-0.2	2.4	-35.9	-3.8	-0.2	20.1	2.2	2.5	3.3
O=C(O)C1CCC(NSc2ccccc2[N+](=O)[O-])CC1 (stereo not given)	0.2	0.3	-7.4	-6.4	0.8	6.1	-0.7	1.1	1.9
CCCn1c(=O)c2ccccc2n2c(SCC(=O)NCc3cccs3)nnc12	-1.3	-0.3	-24.6	-4.3	-0.4	9.2	-0.9	0.1	3.4
CCn1cc(CNC(=O)c2cc(COc3ccc(F)cc3F)on2)cn1	0.3	1.8	-14.1	-15.0	-0.3	-8.0	4.5	-3.0	6.3
Cc1cc(NC(=O)CS(=O)(=O)c2cn(Cc3ccccc3Cl)c3ccccc23)no1	-0.1	-1.6	-42.0	-3.9	0.6	26.5	-2.5	-4.7	-1.3
O=C(/C=C/c1ccco1)NCCCN1CCOCC1	1.5	0.9	-34.7	-6.4	1.3	27.7	2.1	-3.1	3.8
Nc1nnc(SCCCC(=O)c2ccccc2)s1	-0.5	0.6	19.6	10.4	-1.1	4.8	0.7	7.0	4.3
C/C(=N\OC(=O)c1ccc(F)cc1)c1ccc(F)c(F)c1	0.7	-0.3	-30.7	-12.0	0.6	11.9	-1.1	-2.5	0.3
Cc1c(NC(=S)NC(=O)c2sc3ccccc3c2Cl)cccc1C(=O)O	-0.3	1.1	-23.8	-15.6	0.5	7.0	1.2	0.9	7.5
COCCSc1ccccc1C(=O)Nc1ccc(Cl)cn1	0.9	0.4	-4.9	7.0	-3.0	8.3	-1.1	1.8	6.7
O=C(NCc1ccco1)c1cc(-c2ccc(F)cc2)on1	0.9	-0.7	10.5	13.3	0.8	-10.3	-0.7	-1.4	-1.9
Cc1ccc(N(CC(=O)NC(C)(C)C)C(=O)CNC(=O)c2cccs2)cc1C	-0.5	0.8	-15.4	10.5	0.2	28.1	0.8	-2.9	7.2
CCC(C)Nc1cc(C)nc2ncnn12 (stereo not given)	0.7	0.8	-23.2	11.1	2.9	14.1	1.6	-3.3	1.6
COCCCNc1ncnc2c1[nH]c1ccccc12	0.3	0.1	-17.4	-10.6	1.4	-14.1	0.7	-1.0	1.0
Cc1ccn2cc(-c3cccc(NC(=O)C(C)C)c3)nc2c1	1.1	-0.8	-88.8	-6.1	-1.4	-93.2&-66.0	-0.6	0.6	7.9
COc1ccccc1CN1C(=O)[C@@H]2C(CCC(N)=O)NC3(C(=O)Nc4c3ccc(Cl)c4C)[C@@H]2C1=O (stereo not given in full)	0.6	-0.7	-26.2	5.5	-1.2	7.1	1.3	-3.9	-0.1
CC(C)(C)NC(=O)NC(=O)COC(=O)c1ccc2c(c1)S(=O)(=O)N=C1CCCCCN12	0.5	1.1	-2.3	-15.8	0.6	-2.1	2.6	0.3	7.0
COC(=O)c1c(C)[nH]c(C(=O)/C=C/c2ccccc2)c1C	0.3	0.7	-1.5	-12.1	8.3	9.1	-0.2	-0.2	4.8
COc1cc(/C=N/N(C)c2ccccc2)cc(Cl)c1O	0.0	-1.1	-3.1	3.6	-6.2	-22.6	-2.3	-0.5	4.2
CCn1c(CNc2nc(-c3ccccc3)cs2)nnc1SCC(=O)NCc1ccco1	0.2	-0.3	-226.9	-2.5	2.0	13.7	-1.5	-4.1	1.2
CC1(C)CC(=O)C=C(NCCN2CCN(C(=O)Nc3ccc(Cl)c(Cl)c3)CC2)C1	-0.9	0.3	-16.6	28.0	0.0	-1.7	1.7	6.1	15.2
Cc1ccc(SCc2nnc(N)s2)cc1	1.3	0.3	-11.3	-15.4	-1.2	1.7	0.3	0.1	3.8
O=C(COc1ccc(Cl)cc1)Nc1cnn(Cc2c(Cl)cccc2Cl)c1	-0.8	0.3	23.1	-19.0	-4.1	-5.0	1.9	3.0	4.4
N#Cc1sc2nc(N3CCCCC3)c3c(c2c1N)CCCC3	0.5	-0.2	-27.5	-19.0	-0.7	73.0*	0.6	-1.4	5.3
CC(C)(CC(=O)O)CC(=O)N1CCCN(c2nc3ccc(Cl)cc3s2)CC1	0.7	1.1	-40.7	-2.3	-3.4	31.1	1.7	-1.5	-0.8
CCC(=O)N(CCC(c1ccc(C)cc1)c1ccco1)Cc1ccco1 (stereo not given)	0.8	-0.8	-26.0	-0.4	0.2	37.0	0.3	0.9	3.1
O=C(CSc1ccc2nnc(-c3ccncc3)n2n1)NCC1CCCO1 (stereo not given)	0.3	0.9	8.9	1.5	-0.7	16.1	-0.3	0.1	3.7
CC(=O)Nc1ccc2nc(NC(=O)COc3ccc(C)cc3)sc2c1	0.4	0.2	-67.0	1.0	-0.7	-38.8	-0.9	1.0	4.6
C[C@]1(C(=O)NCc2cc(F)cc(C(F)(F)F)c2)C=C[C@@H](Cc2ccccc2)N1C(=O)c1ccccc1	0.2	-0.7	1.2	9.3	0.9	45.8	-1.6	-0.4	3.6
CCc1ccc(/C=C\C(=O)N2CCc3ccccc3C2)cc1	-0.6	-0.8	8.3	7.8	-3.0	-30.6	-2.7	5.7	7.6
OC1CCCN(Cc2ccc3c(c2)Cc2ccccc2-3)C1 (stereo not given)	-0.3	0.7	-8.2	-23.9	1.4	-1.2	2.0	0.1	2.4
O=C(Nc1nnc(-c2ccco2)s1)c1ccccc1	0.1	2.1	-1.9	-19.3	0.1	32.2	1.2	-0.4	3.2
O=C(NCCc1cccs1)C1CC(c2cccc([N+](=O)[O-])c2)=NO1 (stereo not given)	-0.2	-0.4	17.7	8.8	0.1	-29.6	-0.2	0.7	2.4
Cc1nn2c(N3CCN(C)CC3)c3c(nc2c1-c1ccccc1)CCCC3	-1.3	1.1	-6.0	-2.5	0.1	-9.7	1.4	-0.5	1.0
C=CCOc1cccc(CNc2cccc(C(=O)O)c2)c1	2.0	0.0	-53.3	-1.4	0.2	-7.2	-0.7	1.2	0.4
CC(C)Oc1cccc(C(=O)NC(=S)Nc2ccc3c4c(cccc24)CC3)c1	1.9	0.6	-14.5	1.6	0.0	16.2	1.4	-2.5	5.5
CC(=O)Nc1ccc(O)c(-c2nc3ccccc3s2)c1	0.7	0.5	i	1.0	0.3	-61.0	0.0	4.7	11.4
CSc1ncccc1C(=O)OCC(=O)N(C)C	-0.1	1.3	-12.7	-11.0	1.0	-4.0	0.3	-1.7	4.4
NC(=O)c1ccc(C(F)(F)F)n(Cc2ccc(F)c(F)c2)c1=O	0.2	-1.5	7.5	-0.5	0.4	-0.2	-1.9	6.7	5.8

Copied from the list.
CCn1c(CNc2nc(-c3ccccc3)cs2)nnc1SCC(=O)NCc1ccco1 | S1P4 antagonist: -2.5
CC(=O)Nc1ccc2nc(NC(=O)COc3ccc(C)cc3)sc2c1 | S1P4 agonist: -0.7
